RUNX1 CBFb-SMMHC: inhibitors of RUNX1 Runt–CBFb-SMMHC binding, biochemical, TR-FRET (AID 1438) | TR-FRET Runt domain–CBFb-SMMHC binding, biochemical; higher % means a stronger effect | inhibition, % at 20 µM, or IC50 in µM where a hit was titrated | actives 2% (n = 2,200); in the data active = inhibition from about 52%, or a potency from the dose series; inactive = the rest, 99 in 100 with inhibition below about 48%
The depositor's hits bear a star. An excerpt; rates above refer to the full screens.

mol | RUNX1 CBFb-SMMHC
CC(C)S(=O)(=O)c1nsc2nc(=O)c(/C=C3\C=Nc4ccccc43)c(N)n12 | -5%
CSc1nc(NCCCO)c2c3c(sc2n1)CN(C)CC3 | -10%
O=C1OCCN1C(=O)[C@H]1[C@H](c2ccc(Cl)cc2)C(c2cccc(Cl)c2)=NN1c1ccccc1 | 16%
CCOC(=O)c1c(N)n(CCN2CCCCC2)c2nc3ccccc3nc12 | 30%
COc1ccc(N=Cc2oc3ccc4ccccc4c3c2O)cc1 | -15%
COc1ccc(CCn2c(=N)c(C(=O)N3CCN(C)CC3)cc3c(=O)n4ccccc4nc32)cc1 | 27%
CCCCN(CCCC)CC(O)Cn1c2ccccc2c(=O)c2ccccc21 (configuration not stated) | -7%
CCSc1ccc(-c2nn(-c3ccccc3)cc2/C=C(/C#N)C(=O)NCCCOC)cc1 | 37%
O=c1[nH]c(N/N=C/c2ccccc2)nc2ccccc12 | 18%
CCOC(=O)c1cc(-c2cc3ccccc3o2)nc2c1c(=O)[nH]c(=O)n2CCOC | 6%
CC1(C)CC(=O)C2=C(C1)Nc1[nH]c(=S)[nH]c(=O)c1C2c1ccccc1 (configuration not stated) | 35%
Cc1cccn2c(=O)c3cc(C#N)c(=NC(=O)c4ccco4)n(Cc4ccco4)c3nc12 | -10%
CCN(CC)S(=O)(=O)c1cccc(C(=O)N/N=C(\C)c2ccc(O)cc2O)c1 | 1%
COc1ccc(C(=O)C(CO)Oc2ccccc2OC)cc1OC (configuration not stated) | 6%
C=CCN(CC=C)c1nc2ccccc2nc1C(C#N)C(=O)OCCOC (configuration not stated) | 33%
COCCNC(=O)C(C#N)c1nc2ccccc2nc1N1CCCCCC1 (configuration not stated) | 32%
CCOC(=O)c1c(/N=C/N(C)C)sc(/C=N/Nc2ccccc2)c1-c1ccccc1 | 16%
Cc1ccc(/C=C(\C#N)C(=O)Nc2cccc3ncccc23)o1 | 17µM*
CCN(CC)c1nc2ccccc2nc1C(C#N)C(=O)NCCc1ccccc1 (configuration not stated) | 24%
CC1(C)CC(=O)C(C=Nc2cccnc2/N=C/C2=C(O)CC(C)(C)CC2=O)=C(O)C1 | 6%
Cn1c(O)c(/C=C/C=Nc2ccccc2)c(=O)n(C)c1=O | -76%
CNc1oc(/C=C/c2ccccc2)nc1C#N | -9%
N#CC1(C#N)COC23CCCCC2C1(C#N)C(=N)O3 (configuration not stated) | 38%
CCN1CCN(Cc2c(O)ccc3c2O/C(=C\c2ccccc2)C3=O)CC1 | -4%
CCn1c(SCC(=O)c2ccccc2)nc2sc3c(c2c1=O)CCN(C)C3 | 12%
Nc1cccc2c1C(=O)N(C(=O)/C=C/c1cccc(F)c1)C2=O | -11%
O=c1oc2cc(O)ccc2c2oc3cc(O)ccc3c12 | 4%
Cc1ccc(C(=O)CSc2ncnc3ccccc23)o1 | -11%
O=c1oc2cc(O)ccc2cc1-c1nc2c(s1)CCc1ccccc1-2 | -62%
O=C1CCN2C=Nc3cccc4ccc1c2c34 | 36%
Cc1cc(C)c2c(N)c3ccccc3nc2n1 | 19%
Nc1c(C(=O)NCc2ccccc2)c2nc3ccccc3nc2n1CCCN1CCOCC1 | 33%
CC1CN(C2CCN(C(=O)c3ccccc3Cl)CC2)CC(C)O1 (configuration not stated) | -9%
COc1ccc(S(=O)(=O)N(C(=O)C(C)C)c2ccc3oc(=O)sc3c2)cc1 | 36%
CN(C)/C=C1/Sc2ccccc2C1=O | -14%
CCN(CC)c1ccc2cc(-c3nnc(-c4ccccc4)o3)c(=O)oc2c1 | -16%
Cc1cc(=O)oc2c(CN(C)Cc3ccccc3)c(O)ccc12 | 13%
C=CCNC(=O)/C(C#N)=C/c1c(N(Cc2ccccc2)Cc2ccccc2)nc2ccccn2c1=O | 19%
COc1ccc(C2C3=C(CC(C)(C)CC3=O)Nc3c2c(=O)[nH]c2nc(C)nn32)cc1 (configuration not stated) | 17%
COc1cc(/C=C/C(=O)OCC(=O)Nc2ccccc2Sc2ccc(Cl)cc2)ccc1O | 1%
CCC(C)(C)n1nnnc1CN(Cc1cc2cc(OC)c(OC)cc2[nH]c1=O)C1CCCC1 | 32%
Cc1ccc2cc(C#N)c(NCCNC(=O)C3CC3)nc2c1C | 38%
CCSc1nc(N2CCOCC2)c2c(c1C#N)CC(C)(C)N(C)C2 | 10%
CN1C(=O)N(C)c2ccc(C=O)c3cccc1c23 | -15%
CC(C)OC(=O)/C(C#N)=C/c1c[nH]c2ccccc12 | -30%
COc1ccc(-c2cc(C(F)(F)F)n3nc(N)nc3n2)cc1 | 25%
COC(=O)C1=CNC=C(C(=O)OC)C1c1ccccc1Cl | 30%
CC1(C)CC(=O)C2=C(C1)OC(N)=C(C#N)C2c1ccccc1[N+](=O)[O-] (configuration not stated) | -12%
CC(=O)c1cc2c(s1)-c1cc(F)ccc1OC2 | -6%
CCN(CC)c1ccc2cc(C(=O)Nc3cccnc3N3CCOCC3)c(=O)oc2c1 | -27%

By substructure: the compounds so far containing a Cl atom.
mol | RUNX1 CBFb-SMMHC
O=C1OCCN1C(=O)[C@H]1[C@H](c2ccc(Cl)cc2)C(c2cccc(Cl)c2)=NN1c1ccccc1 | 16%
CC1CN(C2CCN(C(=O)c3ccccc3Cl)CC2)CC(C)O1 (configuration not stated) | -9%
COc1cc(/C=C/C(=O)OCC(=O)Nc2ccccc2Sc2ccc(Cl)cc2)ccc1O | 1%
COC(=O)C1=CNC=C(C(=O)OC)C1c1ccccc1Cl | 30%

The list goes on.
molecule	RUNX1 CBFb-SMMHC
COc1ccc2nc(N3CCCC(O)C3)c(C#N)cc2c1 (configuration not stated)	25%
COC(=O)c1cc2c(-c3ccccc3)cc3ccccn3c-2c1C(=O)OC	-5%
O=C(O)c1cc2ccc3ccccc3c2oc1=O	34%
CN(C)CCCn1c(N)c(C#N)c2nc3ccccc3nc21	-11%
O=C1N=c2ccccc2=C1c1c(O)n(-c2cccc(F)c2)[nH]c1=O	21%
COc1ccc(C(=O)N/N=C/c2c(CO)cnc(C)c2O)cc1	-12%
N#Cc1cc2c(=O)n3ccccc3nc2n(-c2ccc(Cl)cc2)c1=O	-16%
CCC(O)CNc1nc(SC)nc2sc3c(c12)CCN(C)C3 (configuration not stated)	-21%
CCOc1ncccc1C(=O)Nc1ccccc1C(=O)NCc1ccc2c(c1)OCO2	-3%
COC(=O)C1=C(C)NC2=C(C(=O)CC(C)(C)C2)C1c1cccc(C)n1 (configuration not stated)	14%
COc1ccc2nc(NCCNC(=S)NCCCN3CCOCC3)c(C#N)cc2c1	-2%
CC(C)(C)NC(=O)CSc1nc(-c2ccc(F)cc2)cs1	3%
CC(=O)C1=C(c2ccccc2)N(C(C)=O)n2c(C)nnc2S1	-20%
COc1ccc(OC)c(C2C(C(=O)Nc3nc4ccccc4s3)=C(C)NC3=C2C(=O)CCC3)c1 (configuration not stated)	23%
C[C@]12CC[C@@H]3c4ccc(O)c(O)c4CC[C@H]3[C@@H]1CC[C@@H]2O	-13%
CCCc1cc(NCCCCO)n2c(nc3ccccc32)c1C#N	40%
O=C(c1cc2c(=O)n3ccccc3nc2s1)N1CCc2ccccc2C1	-15%
O=C(Cc1nc2ccccc2s1)c1ccc(O)cc1O	15%
CCCCCNc1nc(NCCCO)c(C#N)c2c1CN(C)CC2	36%
CCc1c(C)c(C#N)c2nc3ccccc3n2c1NCC1CCCO1 (configuration not stated)	17%
CCC1OC2(C)OC(=N)C1(C#N)C(C#N)(C#N)C2c1ccccc1 (configuration not stated)	40%
CCOc1ccc2nc(NCCCNS(=O)(=O)c3ccccc3)c(C#N)cc2c1	41%
O=P(O)(CN1CCCCC1)CN1CCCCC1	-1%
O=c1c(O)c(-c2cccs2)oc2ccc(Cl)cc12	-45%
COc1cc(C2C=C(c3cccs3)Nc3ncnn32)cc(OC)c1OC (configuration not stated)	-14%
COC(=O)C1=C(C)NC(C)=C(C(=O)OC)C1C(=O)OCC(=O)N1c2ccccc2CC1C (configuration not stated)	16%
Cc1cc(C)c2c(=O)n(CC(=O)Nc3ccc(Br)c(C)c3)sc2n1	-56%
COc1cc(C(=O)Nc2sc3c(c2C#N)CCN(C(C)=O)C3)cc(OC)c1OC	3%
CCCCn1c(N)c(C(=O)NCCN2CCOCC2)c2nc3ccccc3nc21	32%
CC(=O)c1ccc2cccc3c2c1N=CN3C	13%
CCOC(=O)c1sc(Nc2nc3c(OC)cccc3s2)nc1C	6%
N#CC1(C#N)C(c2ccccc2)OC23CCCCCC2C1(C#N)C(=N)O3 (configuration not stated)	38%
CC(C)Cn1c(N)c(C(=O)NCc2cccs2)c2nc3ccccc3nc21	17%
Cc1ccn2cc(CCNC(=O)C3CC=CCC3C(=O)O)nc2c1 (configuration not stated)	-19%
Cc1cccnc1Nc1nc(-c2ccc(O)c(O)c2)cs1	4%
COc1cc(OC)c(C2CC(=O)N3CN(c4ccc(C)cc4)CSC3=C2C#N)cc1OC (configuration not stated)	20%
Oc1ccc2ccccc2c1/C=N/n1cnnc1	7%
CCCOc1c(Br)cc(C2C3=C(CCCC3=O)N(C)C3=C2C(=O)CCC3)cc1OC	41%
Cc1ccc(C2C3=C(CC(C)(C)CC3=O)Nc3[nH]c(=S)[nH]c(=O)c32)cc1 (configuration not stated)	40%
Cc1ccsc1C1NC(=O)c2c(sc3c2CCN(C)C3)N1 (configuration not stated)	17%
COc1ccccc1C1CN(c2ccc(F)cc2F)N=C1c1cccs1 (configuration not stated)	26%
O=C(CNC(=O)c1cccc(Br)c1)N/N=C/c1cc(Br)cc(Br)c1O	-12%
O=C(NCc1ccco1)c1cc2ccc(O)cc2oc1=O	30%
CCN1CCc2c(C#N)c(N3CCOCC3)nc(NCc3ccccc3)c2C1	35%
COC(=O)c1ccccc1N/C=C1\CCc2c(c(C)nn2-c2ccccn2)C1=O	-9%
CCOCCCNC(=S)N1CCCN(c2nc3cc(C)ccc3cc2C#N)CC1	-13%
COC(=O)c1cc2c(=O)n3cccc(C)c3nc2n(Cc2cccnc2)c1=N	49%
Cc1c2c(n3c(nc4ccccc43)c1C#N)N(c1ccccc1)CC2	44%
COc1ccc(N=c2oc3cc(O)ccc3cc2C(=O)Nc2ccccn2)cc1OC	4%
CCS(=O)(=O)N1Cc2ccccc2CC1C(=O)Nc1ccc(F)cc1 (configuration not stated)	-1%
Cc1ccc(S(=O)(=O)c2cc3c(=O)n4ccccc4nc3n(CC3CCCO3)c2=N)cc1C (configuration not stated)	46%
Nc1cccnc1Sc1ccc([N+](=O)[O-])cn1	20%
Nc1n[nH]c2cc(=O)n(-c3cccc(C(F)(F)F)c3)nc12	-2%
CCn1c2ccccc2c(=O)c2ccccc21	-2%
CN1CC2(Cc3c1ccc1ccccc31)C(=O)OC(C)(C)OC2=O	40%
Cn1c(=O)c(/C=C/c2ccccc2)nc2ccccc21	0%
Oc1ccc(Br)cc1C=Nc1ccc2[nH]ncc2c1	23%
COCCCn1c(-c2cccs2)nc2nc3ccccc3nc21	-3%
CCOC(=O)c1cc2c(=O)n3cccc(C)c3nc2n(Cc2ccccc2Cl)c1=N	32%
O=C(O)CCC(=O)NCCC1=c2ccccc2=N/C1=C\c1c(O)n(Cc2ccc(F)cc2)c(=S)[nH]c1=O	-4%

Compounds shown so far that have a CF3 group (2):
molecule	RUNX1 CBFb-SMMHC
COc1ccc(-c2cc(C(F)(F)F)n3nc(N)nc3n2)cc1	25%
Nc1n[nH]c2cc(=O)n(-c3cccc(C(F)(F)F)c3)nc12	-2%

Additional entries follow:
molecule	RUNX1 CBFb-SMMHC
O=C(N/N=C/c1c(O)n(-c2ccccc2Cl)c(=O)c2ccccc12)C1COc2ccccc2O1 (configuration not stated)	1%
O=C(Oc1cc2oc(=O)c3c(c2cc1Cl)CCCC3)c1ccco1	25%
O=C(N/N=C/c1c(O)n(Cc2ccc(F)cc2)c(=S)[nH]c1=O)c1ccncc1	-15%
O=C(N/N=C/c1c(O)n(-c2ccccc2Cl)c(=O)c2ccccc12)c1cccnc1	-6%
CC1=C(C(=O)OCC2CCCO2)C(c2ccncc2)C2=C(CCCC2=O)N1 (configuration not stated)	20%
Cc1nc2[nH]c(=O)c3c(n2n1)NC1=C(C(=O)CC(C)(C)C1)C3c1ccccc1 (configuration not stated)	45%
CCCc1cc(=O)oc2c(CN3CCOCC3)c(O)ccc12	-8%
COc1ccc(OC)c(C2CC(=O)N3CN(c4cccc(Cl)c4)CSC3=C2C#N)c1 (configuration not stated)	-28%
CC(C)CCN(CCC(C)C)CC(O)Cn1c2ccccc2c(=O)c2ccccc21 (configuration not stated)	4%
CC(C)N1CCc2c(sc(NC(=O)CN3C(=O)c4ccccc4C3=O)c2C(N)=O)C1	-7%
COc1ccccc1N1C(=O)C2C(C(=O)c3ccccc3)=NN(c3ccccc3)C2C1=O (configuration not stated)	5%
c1ccc2c(-c3c[nH]c4ccccc34)c3ccccc3nc2c1	-3%

Among those listed so far, 3 have a COOH group.
molecule	RUNX1 CBFb-SMMHC
O=C(O)c1cc2ccc3ccccc3c2oc1=O	34%
Cc1ccn2cc(CCNC(=O)C3CC=CCC3C(=O)O)nc2c1 (configuration not stated)	-19%
O=C(O)CCC(=O)NCCC1=c2ccccc2=N/C1=C\c1c(O)n(Cc2ccc(F)cc2)c(=S)[nH]c1=O	-4%

Further records follow.
molecule	RUNX1 CBFb-SMMHC
CN(C)CCNc1c2c(c(C#N)c3nc4ccccc4n13)CCCC2	21%
CCCCCn1c(N)c(C#N)c2nc3ccccc3nc21	30%
CC1=CC2=NC(=O)/C(=C\c3ccc(-c4cccc(Cl)c4)o3)C(=N)N2O1	-19%
OC1C[N+]2(CCCCC2)C1	-3%
CC(=O)N(C)/C=C1\Sc2ccccc2C1=O	6%
CC(C)(C)OC(=O)c1c(N)n(CCCN2CCCC2=O)c2nc3ccccc3nc12	38%

Assay outcomes as filed in PubChem.
